High-throughput results deposited in PubChem by The Scripps Research Institute Molecular Screening Center.
ARFGAP1 inh – inhibitors of rat ARFGAP1 GAP activity, primary screen, biochemical, fluorescence polarization, GDP tracer; Arfgap1-stimulated ARF1 GTP hydrolysis, GDP FP detection; inhibition, % at 16.5 µM; hit rate 0.26% among 360,000; AID 651572, 2012;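 active = inhibition above a per-plate limit, mean inhibition of low control wells plus 3 SD, cut at about 25% in these data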;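 note: 0% = DMSO wells with enzyme and 100% = wells lacking Arfgap1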
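Material: truncated rat Arfgap1 GAP domain; Incubation: compound-enzyme preincubation 20 min, reaction 120 min, detection 60 min, 25 °C; Read-out: percent inhibition of Arfgap1-stimulated GTP hydrolysis; Technique: FP, GDP Alexa 633 tracer displaced from anti-GDP antibody, 620/688 nm; Controls: No-Arfgap1 wells (100%) versus DMSO full-reaction wells (0%); Replication: single well per compound.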
ADAM10 inh – human ADAM10 inhibitors, primary screen, biochemical, QFRET, HTS; Disintegrin and metalloproteinase domain-containing protein 10 (Homo sapiens), O14672; recombinant ADAM10, EDANS/DABCYL FRET peptide cleavage, 3 h; inhibition, % at 7 µM; hit rate 0.62% among 370,000; AID 720582, 2013;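 active = inhibition above a per-campaign cutoff equal to the mean of compounds falling between control-based bounds plus 3 SD, cut at about 20% in these data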;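 note: 0% = DMSO wells while the 100% control is not disclosed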
Target sequence (O14672 214-748 limits assumed): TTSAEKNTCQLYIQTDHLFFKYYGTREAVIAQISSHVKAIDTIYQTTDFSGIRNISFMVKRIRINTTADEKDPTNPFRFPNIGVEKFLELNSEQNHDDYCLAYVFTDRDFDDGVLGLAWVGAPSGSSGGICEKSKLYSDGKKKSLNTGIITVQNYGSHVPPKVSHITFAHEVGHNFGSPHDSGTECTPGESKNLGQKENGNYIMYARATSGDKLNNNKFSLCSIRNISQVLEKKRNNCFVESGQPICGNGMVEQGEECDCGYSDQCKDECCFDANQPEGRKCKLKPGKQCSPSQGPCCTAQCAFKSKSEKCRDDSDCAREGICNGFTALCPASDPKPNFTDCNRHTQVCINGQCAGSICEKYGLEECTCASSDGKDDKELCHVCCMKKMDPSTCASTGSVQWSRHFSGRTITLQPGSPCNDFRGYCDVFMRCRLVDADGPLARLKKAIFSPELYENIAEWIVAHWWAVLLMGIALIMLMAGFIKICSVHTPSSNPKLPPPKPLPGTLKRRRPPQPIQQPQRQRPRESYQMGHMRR
TDP2 absorb – human TDP2 enzyme inhibitors, primary screen, biochemical, epi absorbance, recombinant enzyme. Tyrosyl-DNA phosphodiesterase 2 (Homo sapiens), O95551. T5PNP hydrolysis, p-nitrophenol absorbance 415 nm. inhibition, % at 12.8 µM. hit rate 0.34% among 370,000. AID 720702, 2013;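 active = inhibition above the mean of all tested compounds plus 3 SD, set per campaign, cut at about 25% in these data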;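 note: 0% = DMSO with enzyme and 100% = buffer with substrate but no TDP2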
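Test system: Human TDP2 enzyme | Reagent: 5 mM T5PNP | Compound dosing: 12.8 µM single point, 1% DMSO | Incubation: Enzyme reaction with compound for 2 h at 37 °C | Technique: p-Nitrophenol epi absorbance | Read-out: % inhibition relative to enzyme-containing and enzyme-free wells | Benchmarks: High control without enzyme, low control DMSO plus TDP2 | Replicates: Singlicate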
PLC-gamma1 inh – PLC-gamma1 enzyme inhibitors, primary screen, biochemical, fluorescence, purified enzyme. 1-phosphatidylinositol 4,5-bisphosphate phosphodiesterase gamma-1 (Homo sapiens), P19174. fluorogenic substrate. inhibition, % at 12.2 µM. hit rate 0.84% among 370,000. AID 720700, 2013; in the data active = inhibition above about 9.5%
ADAM17 inh – ADAM17 inhibitors, primary screen, biochemical, QFRET; recombinant ADAM17, EDANS/DABCYL FRET peptide cleavage; hit rate 0.83% among 370,000; inhibition, % at 6.95 µM;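 active = inhibition above the mean of compounds lying between control limits plus 3 SD, set per campaign, cut at about 8.5% in these data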;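 note: 0% = DMSO-only wells as the low control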
DDE Tn6 FP inh – inhibitors of Tn6 peptide binding to fibrin DD(E), primary screen, biochemical, fluorescence polarization, human fibrin, Tn6 probe | Fibrin DD(E) TRITC-Tn6 fluorescence polarization displacement | hit rate 0.21% among 370,000 | inhibition, % at 8.3 µM;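 active = inhibition above a per-campaign cutoff: mean of compounds within control limits plus 3 SD, cut at about 15% in these data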;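 note: 0% = median of all compound wells on the plate and 100% = blocking peptide control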
Target sequence (P02675 whole entry, looked up): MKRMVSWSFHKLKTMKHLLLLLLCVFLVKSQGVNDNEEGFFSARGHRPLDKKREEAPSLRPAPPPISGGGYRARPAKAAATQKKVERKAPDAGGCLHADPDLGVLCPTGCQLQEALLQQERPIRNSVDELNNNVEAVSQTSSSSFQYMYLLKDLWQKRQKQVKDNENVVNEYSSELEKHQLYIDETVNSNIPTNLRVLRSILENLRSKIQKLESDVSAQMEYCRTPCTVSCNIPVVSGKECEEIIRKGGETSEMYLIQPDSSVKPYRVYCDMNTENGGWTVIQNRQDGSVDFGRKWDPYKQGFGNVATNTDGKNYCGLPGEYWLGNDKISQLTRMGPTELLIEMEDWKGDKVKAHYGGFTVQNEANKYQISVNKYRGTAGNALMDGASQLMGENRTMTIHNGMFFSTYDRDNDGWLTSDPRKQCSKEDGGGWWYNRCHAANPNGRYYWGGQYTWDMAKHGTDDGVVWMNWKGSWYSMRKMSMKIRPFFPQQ
LEDGF integ inh – blockers of LEDGF/p75-dependent integrase strand transfer – biochemical, TR-FRET, high throughput, primary screen. HIV-1 integrase (with human LEDGF/p75). TR-FRET IN-LEDGF/p75 DNA integration, Eu/Cy5. inhibition, % at 3.7 µM. hit rate 0.64% among 370,000;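 active = inhibition above the screen-wide mean plus 3 SD, cut at about 13% in these data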;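 note: signal is the Cy5 over europium emission ratio at 671 and 618 nm; 0% = plate median of compound wells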
KLK7 zymogen act – proKLK7 zymogen activators, primary screen, biochemical, fluorescence intensity; purified proKLK7, EDANS-DABCYL substrate fluorescence; 100% is mature enzyme control, 0% vehicle; activation, % at 7 µM; AID 652039, 2013; hit rate 0.9% among 370,000;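 active = activation above the mean of all tested compounds plus 3 SD, computed per campaign excluding outliers beyond control limits, cut at about 13% in these data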
ASAP1 inh – inhibitors of human ASAP1 ArfGAP activity, primary screen, biochemical, fluorescence polarization; inhibition, % at 16.5 µM; hit rate 0.19% among 360,000; Arf-GAP with SH3 domain, ANK repeat and PH domain-containing protein 1 (Homo sapiens), …; ASAP1-stimulated ARF1 GTP hydrolysis, GDP FP detection; AID 624377, 2012; in the data active = inhibition above about 25%;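 note: 0% = vehicle with enzyme and substrate and 100% = no enzyme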
DDE Tn7 FP inh – inhibitors of Tn7 peptide binding to fibrin DD(E), primary screen, biochemical, fluorescence polarization, human fibrin, Tn7 probe. hit rate 0.13% among 370,000. FP displacement of FITC-Tn7 peptide from fibrin DD(E); 0% = median of compound wells per plate. Fibrinogen beta chain (Homo sapiens), P02675. inhibition, % at 8.3 µM;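 active = inhibition above the mean of compounds falling within the control limits plus 3 SD of them, cut at about 14% in these data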;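 note: 0% = plate median of compound wells and 100% = 10 µM Aha-Tn7 peptide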
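Also added: labelled Tn7 tracer, 0.1 µM; Assay system: human fibrin DD(E) protein; Amount: 2 µM fibrin DD(E); Schedule: 10 min compound pre-incubation, 3 h probe incubation at room temperature; Repeats: one replicate per compound; Read-out basis: percent inhibition; Measured by: fluorescence polarization of the labelled Tn7 tracer.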
* hit, by the source's call; i = inactive; / = not tested or not shown.

Order of values: ARFGAP1 inh, ADAM10 inh, TDP2 absorb, PLC-gamma1 inh, ADAM17 inh, DDE Tn6 FP inh, LEDGF integ inh, KLK7 zymogen act, ASAP1 inh, DDE Tn7 FP inh
> Cc1cc(/C([O-])=C(/C(=S)Nc2ccc(F)cc2)[n+]2ccccc2)c(C)n1Cc1ccccc1Cl
    -3, -7, -5, -11, -5, -1, 7, 0.1, 3, 1
> COc1ccc(Cl)cc1NC(=O)CSc1cccc[n+]1[O-]
    10, -10, -4, -1, -3, 0, -4, 0.0, -6, 3
> c1nc(Nc2ccc(N3CCOCC3)cc2)c2ccsc2n1
    3, 2, -5, -2, -7, -2, -10, -0.6, 12, 3
> O=C(NCCCN1CCN(c2cccc(Cl)c2)CC1)c1ccc(N2CCCC2=O)cc1
    0, 8, 5, 0, -3, 4, -2, 0.8, 2, 3
> CCCN1CCN(C(=O)c2cc(COc3ccc(F)c(F)c3)on2)CC1
    -2, -1, 13, -1, 0, 0, 0, 0.7, -1, -3
> CC(Sc1ccccc1)C(=O)N1CCN(S(=O)(=O)c2ccccc2)CC1 (stereo unspecified)
    -3, 10, -3, 2, 2, -7, 3, 0.4, 0, 3
> COc1cccc(NC(=O)CN(C)C(=O)c2cc(-c3ccc(C)o3)nc3ccccc23)c1
    3, i, -6, i, -370, 6, 1, -13, -3, 0
> CCOC(=O)C(CNc1ccc(OCc2ccccc2)cc1)NC(=O)c1ccccc1 (stereo unspecified)
    1, 3, 3, 0, 2, 0, -2, 0.4, 17, 0
> O=C(NCC(c1cccs1)N1CCOCC1)c1cc2ccccc2o1 (stereo unspecified)
    -5, -3, 4, 1, -3, 3, -1, -0.4, 1, 10
> CCn1c(=O)cc(N2CCN(C(=O)c3ccco3)CC2)[nH]c1=O
    -3, -5, -6, 1, -2, 4, -3, 0.3, 3, 2
> Cc1cc([N+](=O)[O-])c(N2CCC[C@@H]2C(=O)O)c([N+](=O)[O-])c1
    -8, -2, 10, 0, -1, 0, 0, -0.2, -7, -1
> Cc1cc(OCC(=O)N2CCC[C@@H]2C(=O)O)c2c(C)c(C)c(=O)oc2c1
    4, i, 8, -255, -195, 3, 0, 11, 14, -2
> COc1ccc(N2CCN(c3ccnc4cc(Cl)ccc34)CC2)cc1
    -3, -6, 12, 0, -2, -1, 0, 0.4, 5, -2
> CCOC(=O)c1c(CC(C)C)csc1NC(=O)COC(=O)c1cnc(C)cn1
    -4, 3, 2, 2, 0, 6, 3, -0.3, -8, 7
> O=c1c2ccccc2nc(SCc2nc3ccccc3s2)n1CCCO
    12, 3, -14, 4, 0, 0, 1, -0.6, -6, 0
> Cn1c(N)c(C(=O)COC(=O)COc2cc(Cl)c(Cl)cc2Cl)c(=O)n(C)c1=O
    -11, 10, -5, -2, 2, 9, 1, -0.1, -21, 3
> CN(C)c1ccc(C(=O)NCc2ccc3c(c2)OCO3)cc1
    1, -1, 10, -2, -3, 3, -3, 0.3, -14, 4
> CC(=O)c1cccc(NC(=O)c2ccc(NC(=O)CCS(=O)(=O)c3cccs3)cc2)c1
    17, 3, 19, 0, 0, 0, -2, -0.2, 0, -1
> COc1cc(OC)cc(-n2nnnc2SCC(=O)NCc2cccs2)c1
    8, -11, -21, 3, -6, -12, -3, -0.4, 0, 3
> COC(=O)c1nn(-c2ccccc2)c(Sc2ccccc2)c1/C=N/O
    -10, -4, 2, 0, -4, 8, 4, -0.5, 3, 5
> COc1ccc(-c2nnn(CC(=O)N(Cc3ccc(F)cc3)C(C(=O)NC3CCCC3)c3ccc(F)cc3)n2)cc1 (stereo unspecified)
    -3, 2, 8, 0, -2, 13, -1, 0.4, -5, 3
> CCCOc1ccccc1C(=O)Nc1ccc(S(=O)(=O)N2CCN(C)CC2)cc1
    6, 6, 3, 4, 1, 3, 6, -0.3, -5, -1
> O=C(Cc1cccs1)Nc1ccc(S(=O)(=O)N2CCCCC2)cc1
    10, -3, 1, -4, -3, -8, 3, -0.1, 2, -3
> C/C(CC1CC(C)(C)OC1=O)=N\NC(N)=S (stereo unspecified)
    5, 0, 1, -1, -5, 8, 0, 0.8, -2, -6
> C/C(=N\NC(=O)c1ccncc1)c1cc2ccccc2o1
    1, -3, -11, 4, 3, 12, 0, -0.2, 5, -3
> Cc1ccc2ccccc2c1NC(=O)Cn1nnc(-c2cccnc2)n1
    0, -11, -3, -4, 0, -6, 3, -0.2, 9, 3
> COC(=O)c1c(NC(=O)/C=C/c2ccco2)sc2c1CCC2
    2, -2, 6, -1, -1, 8, -3, -0.8, -7, 0
> O=C(Cn1ccc2ccccc2c1=O)NCC1COc2ccccc2O1 (stereo unspecified)
    5, -9, -9, 0, -7, -5, -2, 0.8, 5, 1
> CC(O)(c1ccc(F)c(F)c1)c1nc(-c2cccc3cccnc23)cs1 (stereo unspecified)
    6, -15, 3, -11, -1, 9, -4, 1.0, -7, 8
> O=C(c1cncnc1)N1CCC(n2nnc3ncccc32)CC1
    /, -6, 2, -1, 0, 0, -3, -0.2, /, 1
> O=C(CNC(=O)Cc1ccccc1)N=Nc1c(O)[nH]c2ccc(Br)cc12
    1, -8, 4, -1, 0, 6, -2, -0.4, 5, 4
> Cn1ccc2c(-c3ccc(C(N)=O)cc3)cc3c(c21)C1CCC3C1 (stereo unspecified)
    4, -361, 0, i, -127, -10, 2, 0.1, 13, -6
> CC1(c2ccccc2)NC(=O)N(CC(=O)N2CC(=O)Nc3ccccc32)C1=O (stereo unspecified)
    8, -4, 4, -2, -2, -2, 1, -1.0, -6, -5
> O=C(NN=Cc1ccccc1OC(F)F)c1cccc(S(=O)(=O)N2CCCC2)c1
    0, -2, -11, 2, -5, -3, 1, 0.3, 7, -5
> Cc1cc(C(=O)CSc2n[nH]c(N)n2)c(C)n1-c1ccc(F)cc1
    6, 3, 0, -1, 1, 1, 0, 0.3, -7, -5
> COc1ccc2[nH]cc(S(=O)(=O)c3ccc(C(C)C)cc3)c(=O)c2c1
    -3, -12, -1, 0, -8, -2, -1, 0.2, -2, 2
> C[C@@H]1CN([C@@H](C)CO)S(=O)(=O)c2ccc(-c3cccc(C#N)c3)cc2O[C@@H]1CN(C)C(=O)c1ccc(F)cc1
    -5, 3, 7, 0, 1, 8, 0, 0.2, -10, -6
> Oc1cccc(/C=N/Nc2cc(N3CCOCC3)nc(N3CCOCC3)n2)c1
    9, -3, -2, -26, 0, -4, 4, -1.0, 3, 7
> COc1ccc(OC)c(C(C)NC(=O)C23CC4CC(CC(C4)C2)C3)c1 (stereo unspecified)
    -4, -10, 7, 3, -5, -15, -2, 0.2, 1, -2
> CCC(C)(C)C1CCC2(CC1)NC(=O)N(CC(=O)N(C)Cc1ccc3c(c1)OCCO3)C2=O (stereo unspecified)
    -7, -5, 6, -3, -4, -2, -2, -0.4, 17, 6
> CN(CCc1ccccn1)C(=O)CCC1CCCN(C(=O)c2cccc(N(C)C)c2)C1 (stereo unspecified)
    6, -72, -5, -32, -13, -4, 2, 0.2, 14, 1
> O=C(Oc1cccc2c(OC(=O)N3CCCC3)cccc12)N1CCCC1
    3, -10, 0, 4, -1, 1, 2, -0.9, 9, -5
> COC(=O)C1=C(N)Oc2cc(C)n(Cc3ccco3)c(=O)c2C1c1cccc(Cl)c1 (stereo unspecified)
    6, 0, 3, 0, 0, 0, -2, 0.4, 6, 0
> COc1ccc(-n2cc(CN(C)C(C)c3ccncn3)c(-c3cccc(F)c3)n2)cc1 (stereo unspecified)
    27*, 3, -1, 1, -1, -6, -2, 0.5, 7, -6
> CC(=O)Nc1ccc(C(=O)Nc2cccc(-c3cnc4ccccc4n3)c2)cc1
    1, 8, 19, 1, 0, 2, 2, 0.5, 40*, 6
> COc1ccc(-c2csc(/C(C#N)=C\c3ccc(O)c([N+](=O)[O-])c3)n2)cc1OC
    1, 1, 24, 1, -2, 7, 2, -0.5, -4, 3
> O=C(O)c1ccc(N2C(=O)CCCC2=O)cc1
    0, -13, -6, 0, -10, 7, -4, -0.3, 4, 0
> CC(C)(C)Sc1ccc([N+](=O)[O-])cc1C(=O)Nc1ccncc1
    6, -4, -4, -5, -2, 1, -2, 0.5, 1, -5
> O=C(COc1ccccc1C(=O)NCC1CCCO1)Nc1ccc(Cl)cc1Cl (stereo unspecified)
    1, -2, 4, -1, -3, -2, 3, -0.1, 8, -4
> CC1(c2nnnn2Cc2ccccc2)CCC(=O)N1Cc1ccc(F)cc1 (stereo unspecified)
    1, -9, -9, 1, -2, 0, -1, 0.2, -8, 7

Later entries.
Order of values: ARFGAP1 inh, ADAM10 inh, TDP2 absorb, PLC-gamma1 inh, ADAM17 inh, DDE Tn6 FP inh, LEDGF integ inh, KLK7 zymogen act, ASAP1 inh, DDE Tn7 FP inh
> O=[N+]([O-])c1cc(C(F)(F)F)cc([N+](=O)[O-])c1N1CCCNCC1
    -12, -4, 3, 0, -4, -4, -5, 0.1, -2, 4
> COc1ccc(-c2csc(Nc3cccnc3)n2)cc1
    0, -3, 0, -1, -1, 1, 3, 0.0, 3, 2
> O=S(=O)(Nc1cccnc1)c1ccccc1
    -3, -2, 0, 0, 1, 1, -8, 0.0, 10, -3
> O=S(=O)(NCC1CCCO1)c1ccc(S(=O)(=O)N(Cc2ccccc2F)C2CCCCC2)cc1 (stereo unspecified)
    15, 4, -5, 0, -1, 1, -2, 0.4, -4, 0
> Cn1c(N)c(C(=O)COC(=O)CNC(=O)c2ccccc2Cl)c(=O)n(C)c1=O
    4, -7, 6, -3, 1, -1, 1, 0.4, 6, -1
> CCOC(=O)[C@H]1[C@H]2COc3ccccc3[C@@H]2N2C(=O)c3c(C)cc(C)cc3NC(=O)[C@@]12C
    14, 7, -8, 1, 3, -4, -3, 0.2, 3, -1
> COCCNC(=O)c1cn(C)c2ccc(S(=O)(=O)N3CCCC3)cc2c1=O
    8, 5, 21, 0, -5, 10, 1, 0.5, 13, 6
